Candida biofilm: kills Candida albicans biofilms | C. albicans biofilm + clotrimazole, Alamar Blue | inhibition, % at 6 µM | 85,000 compounds, 0.14% hits;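 active means inhibition above 20%; inactive means inhibition below 20%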;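 further: preformed 24 hr biofilms exposed to compound for 48 hr; 0% = biofilm without compound and 100% = blank killed by clotrimazole plus chlorhexidine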
sEH act: activators of human soluble epoxide hydrolase; P34913; purified human sEH enzymatic activity, activator screen; activation, % at 2 µM; 91,000 compounds, 0.04% hits; AID 717; in the data active means activation above about 37%; further: values of inactives mirror those of a sister screen read the other way
Target sequence (P34913 whole entry, looked up): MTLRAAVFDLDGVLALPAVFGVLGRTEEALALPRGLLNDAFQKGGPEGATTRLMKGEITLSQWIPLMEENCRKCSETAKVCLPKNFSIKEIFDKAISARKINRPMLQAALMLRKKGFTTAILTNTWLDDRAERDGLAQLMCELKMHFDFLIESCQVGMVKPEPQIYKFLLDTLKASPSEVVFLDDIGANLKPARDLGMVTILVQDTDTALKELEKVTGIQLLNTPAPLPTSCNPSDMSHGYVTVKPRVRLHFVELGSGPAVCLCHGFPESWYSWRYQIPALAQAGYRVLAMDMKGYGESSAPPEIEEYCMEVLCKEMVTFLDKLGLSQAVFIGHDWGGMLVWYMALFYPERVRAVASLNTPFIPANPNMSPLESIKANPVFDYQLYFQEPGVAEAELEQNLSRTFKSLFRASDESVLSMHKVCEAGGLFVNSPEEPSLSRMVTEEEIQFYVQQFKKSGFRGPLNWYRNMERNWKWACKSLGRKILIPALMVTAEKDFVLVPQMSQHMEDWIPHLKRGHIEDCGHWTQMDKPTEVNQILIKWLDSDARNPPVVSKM
Smad3 FoxH1 inh: Smad3 (human) transcription factor binding inhibition; TR-FRET Smad3/Dy647-FoxH1 peptide binding, europium anti-His; inhibition, % at 25 µM; 88,000 compounds, 0.29% hits; AID 630;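 active means compounds that reduce the energy-transfer binding signal between the protein and its labelled peptide by more than half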;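 further: 0% = Smad3 plus labelled peptide maximal FRET and 100% = peptide-only background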
sEH inhibitor: blocks human soluble epoxide hydrolase activity. P34913. recombinant human sEH enzymatic activity assay. inhibition, % at 2 µM. 91,000 compounds, 0.34% hits; in the data active means inhibition above about 80%; further: values of inactives mirror those of a sister screen read the other way; many of its hits are not listed in these tables
ERa coact pot: ER-alpha (human) coactivator binding potentiation. coactivator binding (% of control), % at 25.6 µM. TR-FRET ERalpha-LBD/SRC-Cy5 coactivator binding, 2 h; 100 = basal binding, no effect. 86,000 compounds, 1.3% hits. AID 639; in the data active means activity above about 200%;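 further: binding measured in presence of low estradiol as agonist stimulus; 0% = peptide alone without receptor and 100% = receptor with peptide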
MT1-MMP txn act: MT1-MMP promoter transcription activation. HT1080 MT1-MMP promoter luciferase reporter, luminescence, overnight; hits give high values. activation factor at 10 µM. 86,000 compounds, 0.16% hits. AID 750;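 active means activation factor of at least 2 for MT1-MMP transcription at 10 µM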
Mac1 fbg inh: inhibitors of human CD11b/CD18 binding to fibrinogen; P05107+P11215; K562 CD11b/CD18 adhesion to fibrinogen, ATPlite luminescence; Mn2+ added to activate the integrin; inhibition, % at 10 µM; 93,000 compounds, 0.54% hits;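 active means primary inhibition of 50% or more at 10 µM, then 40% or more on retest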; further: some results filed as inactive read as strong as hits
CD11b adhes enh: CD11b/CD18-fibrinogen binding enhancement; P05107+P11215; 93,000 compounds, 0.07% hits; AID 1499; K562 CD11b/CD18 adhesion to fibrinogen, ATPlite luminescence; activation, % at 10 µM;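 active means 10 µM primary screen giving 50% or more activity, confirmed by 40% or more on retest at that dose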; further: strong numbers were not always called active; reference of the scale not given here
ERb SRC1 inh: blocks coactivator binding to human estrogen receptor beta. Q92731. TR-FRET ER-beta LBD / SRC1-Cy5 peptide binding; receptor agonist-loaded with 1 µM estradiol. inhibition, % at 25.6 µM. 86,000 compounds, 1.3% hits. AID 633;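 active means compounds whose percent inhibition of the receptor-coactivator binding signal exceeds about 50% in the single-dose screen, limit read from the data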;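 further: 0% = receptor plus peptide wells without compound and 100% = peptide-only wells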
Target sequence (Q92731 whole entry, looked up, the tested form may be a part): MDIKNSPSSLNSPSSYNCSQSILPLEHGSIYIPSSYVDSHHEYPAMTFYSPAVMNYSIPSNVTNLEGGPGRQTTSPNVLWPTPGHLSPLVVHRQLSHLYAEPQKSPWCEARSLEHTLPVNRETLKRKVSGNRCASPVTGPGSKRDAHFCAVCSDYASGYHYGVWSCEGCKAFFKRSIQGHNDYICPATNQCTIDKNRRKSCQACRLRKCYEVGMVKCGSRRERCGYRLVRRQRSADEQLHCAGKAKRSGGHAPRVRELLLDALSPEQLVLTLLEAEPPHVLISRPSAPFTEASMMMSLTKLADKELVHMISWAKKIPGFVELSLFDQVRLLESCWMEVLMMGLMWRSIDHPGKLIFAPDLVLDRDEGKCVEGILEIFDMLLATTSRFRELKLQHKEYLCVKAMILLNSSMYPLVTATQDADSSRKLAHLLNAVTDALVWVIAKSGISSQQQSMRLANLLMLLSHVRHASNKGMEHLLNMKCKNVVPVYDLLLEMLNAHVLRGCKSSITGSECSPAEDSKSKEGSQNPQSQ
An asterisk follows results filed as active; · = not tested or not shown; & = joins results of further samples; [ ] = remark or other dose. Not all compounds are listed. The share of hits here may be higher or lower than overall.

compound	Candida biofilm	sEH act	Smad3 FoxH1 inh	sEH inhibitor	ERa coact pot	MT1-MMP txn act	Mac1 fbg inh	CD11b adhes enh	ERb SRC1 inh
COc1cc(OC)cc(C(=O)Nc2ccc3c(c2)COC3=O)c1	6	-5	1	8	111	1.2	-4	3	-20[fluorescence artefact?]
O=C(O)CCC(=O)NNC(=O)CCCOc1ccc(Cl)cc1Cl	·	-6	·	8	·	·	-17	-6	·
CC(C)C(=O)Nc1cc2c(cc1C(=O)c1ccccc1)OCCO2	10	2	-11	-4	105	1.3	·	·	-5
COc1ccc(C(=O)N2CCCC2)cc1S(=O)(=O)N1CCOCC1	4	6	4	0	122	1.2	0	-5	-21[fluorescence artefact?]
O=C(COc1ccc(Cl)cc1Cl)N/N=C1\CCCc2ccccc21	·	-70	·	70	·	·	45	-3	·
O=C(CN1C(=O)CSC1=O)c1ccccc1	8	11	-5	-10	89[fluorescence artefact?]	1	3	-2	5[fluorescence artefact?]
CCOC(=O)c1[nH]c2ccc(Br)cc2c1NC(=O)CCN1CCN(C(=O)OCC)CC1	9	·	-4	·	91[fluorescence artefact?]	1.2	14	-6	14[fluorescence artefact?]
COc1ccc(Cl)cc1C(=O)NNC(=S)NC(=O)c1cc(-c2ccccc2)nc2ccccc12	·	-9	·	11	·	·	16	62*	·
CCCS(=O)(=O)N1CCCC(C(=O)NCCCN(C)Cc2ccccc2)C1 (stereo unspecified)	9	-10	-8	8	100[fluorescence artefact?]	1.2	2	-3	8[fluorescence artefact?]
COC(=O)C1=C(C)Nc2ncnn2C1c1ccco1 (stereo unspecified)	-1	-9	2	11	100[fluorescence artefact?]	1.1	-4	-2	3
CCOC(=O)c1oc2ccccc2c1NC(=O)c1ccc(S(=O)(=O)N(C)C)cc1	7	4	13[fluorescence artefact?]	-6	107	1.1	·	·	-3
CCC(=O)Nc1nnc(C)s1	9	-2	7	6	100	1.1	·	·	-8[fluorescence artefact?]
CCC(=O)/C=C1/Sc2ccc(OC)cc2N1CC	-2	3	-2	0	113	0.8	·	·	99*[fluorescence artefact?]
CCCC(c1nnnn1Cc1ccco1)N1CCN(C(=O)c2ccco2)CC1 (stereo unspecified)	-1	-15	-14	15	111	0.9	-14	0	4
Cc1ccc(C(C(=O)NC2CCCC2)N(Cc2cccs2)C(=O)CNC(=O)c2cccs2)o1 (stereo unspecified)	·	-6	·	5	·	·	-12	2	·
O=C(CSc1ncnc2nc[nH]c12)c1ccccc1	0	8	-12&-1	-4	101	1.8	4	-7	-12
CN(C)c1ccc(C(=O)OCC(=O)NCC2CCCO2)cc1 (stereo unspecified)	·	4	·	-3	·	·	0	-2	·
COc1cc(-c2nc(-c3ccccc3)c(-c3cc([N+](=O)[O-])ccc3C)[nH]2)cc(OC)c1OC	4	-2	21	4	104	1.1	·	·	5[fluorescence artefact?]
O=C1CC(N2CCN(C/C=C/c3ccccc3)CC2)C(=O)N1Cc1cccs1 (stereo unspecified)	6	-5	8	3	85	1.1	-5	-1	-2
O=C(N1CCOCC1)C(F)(F)C(=O)N1CCOCC1	7	6	0[fluorescence artefact?]	-7	111	1.3	15	-6	-2[fluorescence artefact?]
O=C(Nc1ccccc1)c1cccc(S(=O)(=O)NCc2ccco2)c1	9	-23	0	23	94	1.1	·	·	12
O=C(OCn1nnc2ccccc2c1=O)c1cc2ccccc2o1	5	·	-3	·	120	1.1	·	·	-10
c1coc(-c2nc3nc4ccccc4nc3n2CC2CCCO2)c1 (stereo unspecified)	7	3	2	-1	84[fluorescence artefact?]	1.1	-16	-5	22
CC(=NCc1ccco1)c1c(C(F)(F)F)[nH]n(-c2nc3ccccc3s2)c1=O	2	-20	3	18	109	1.8	11	3	-6
CCc1ccc(N2CC(C(=O)NCc3ccc4c(c3)OCO4)CC2=O)cc1 (stereo unspecified)	2	·	8	·	112[fluorescence artefact?]	1.2	0	-1	6
COc1ccc(Nc2nc(NCc3ccco3)nc(N/N=C/c3ccccc3)n2)cc1	·	1	·	1	·	·	8	15	·
O=C(c1cc(-c2ccc(O)cc2)on1)N1CCc2ccccc2C1	10	7	-2	-5	82[fluorescence artefact?]	1.2	10	-1	0
COCCNCCOc1ccccc1-c1ccccc1	1	6	-9	-10	92[fluorescence artefact?]	1.1	-15	0	-6
CCOC(=O)c1c(Nc2ccc(Cl)cc2)sc(/C=C2\C=Nc3ccccc32)c1O	11	13	8	-13	68	1.1	-4	10	36
CCOC(=O)c1cnc(SC2CC(=O)N(c3ccc(OC)c(OC)c3)C2=O)nc1N (stereo unspecified)	·	2	2	4	122	1.3	-44	6	-2
CCOC(=O)c1c(NC(C)=O)sc2c(O)c(CN3CCN(CC)CC3)ccc12	8	·	14	·	200[fluorescence artefact?]	1.1	-7	4	44
COc1cccc2sc(NC(=O)c3ccc(Br)s3)nc12	·	13	·	-14	·	·	-22	4	·
CCC(=O)N1CCc2cc(S(=O)(=O)NCCCN3CCN(Cc4ccccc4)CC3)ccc21	-5	2	1	0	95	·	6	-1	5
Cc1cc(-c2ccccc2)c(C#N)c(SCC(N)=O)n1	7	1	2	1	105	1	-3	4	-5
Cc1ccc(C)c(-n2c(CNC(=O)c3ccco3)nnc2SCC(=O)N2CCc3ccccc32)c1	0	5	5	-5	108	1	-3	7	-7
Cc1ccc(C(=O)c2cc3ccccc3o2)cc1C	-5	-1	19	1	113	1.2	7	-5	13[fluorescence artefact?]
O=C(Nc1ccc(F)cc1)N1CCN(C/C=C/c2ccccc2)CC1	8	-9	6[fluorescence artefact?]	12	112	1.1	-2	-4	-9
Cc1nc(CCNS(=O)(=O)c2cccs2)cs1	2	2	4	2	102	1.3	-26	-1	27
CCc1nc2oc3cc(OC)ccc3c(=O)c2c(=O)n1Cc1ccccc1	4	0	20	0	83	1	-43	0	-1
CCOCCCNc1nc2c(c(=O)[nH]c(=O)n2C)n1CCCc1ccccc1	5	0	7	3	108	1.1	-12	2	-30
c1ccc(Cn2nnnc2C(c2ccccn2)N2CCOCC2)cc1 (stereo unspecified)	5	-5	19[fluorescence artefact?]	0	106[fluorescence artefact?]	1.1	-26	-1	0
CC1CCCCC1NC(=O)C1CCN(S(=O)(=O)c2cccc3nsnc23)CC1 (stereo unspecified)	3	-2	15	-1	111	1.2	3	-2	2
COC(=O)c1ccc(NC(=O)CSc2n[nH]c(-c3ccncc3)n2)cc1	6	-10	-6	14	122	1.3	10	0	0[fluorescence artefact?]
Cc1ccc(NC(=O)CCNS(=O)(=O)c2ccc3c(c2)oc(=O)n3C)cc1C	2	·	4	·	112	1.1	-8	-6	-8
O=C(Cc1c(F)cccc1Cl)Nc1ccon1	4	7	8	-5	111	0.9	-7	1	-1
CNc1nc(C)c(C#N)c(-c2ccccc2)c1C(C)=O	11	-10	6	8	106	1	-2	-1	-3
CCN(CC)C(=O)C1CCCN(c2ccc([N+](=O)[O-])cc2/C=N/NC(=O)c2cccc(Br)c2)C1 (stereo unspecified)	·	-6	·	8	·	·	1	-2	·
Cc1n[nH]c(C)c1S(=O)(=O)N(CC(=O)NC1CCCC1)c1ccc(C(C)C)cc1	9	-2	8	4	118	1.2	-3	-6	1
COc1ccc(Br)cc1C(=O)Nc1ccc(NC(=O)c2ccco2)cc1	0	8	7	-6	167[fluorescence artefact?]	1.2	4	-3	18
CC(C)CC(N=C1NC(C)(C)Cc2ccccc21)C(=O)O (stereo unspecified)	5	4	4	-3	100	1.1	·	·	-2[fluorescence artefact?]
Cc1cc(NC(=O)c2ccc3c(c2)C(=O)N(Cc2cccnc2)C3=O)no1	6	-4	1	8	130	1.1	·	-1	1
N#Cc1c(N2CCCC(O)C2)nc(N)c2c(N)nc3c(c12)CC(=O)N3C12CC3CC(CC(C3)C1)C2 (stereo unspecified)	7	·	8	·	78[fluorescence artefact?]	1.3	·	·	7
Cc1ccc(-c2cc(C(F)F)n3ncc(C(=O)N4CCN5CCCC5C4)c3n2)cc1 (stereo unspecified)	6	-9	-5	9	102[fluorescence artefact?]	1.1	-3	2	-24
CCN(CC)CCCN1C(=O)C(=O)/C(=C(/O)c2ccc(Cl)cc2)C1c1ccccn1 (stereo unspecified)	3	·	-8	·	89	1.1	9	-1	1
Cc1cc(C)cc(N2C(=O)CC(Sc3nnnn3-c3ccccc3)C2=O)c1 (stereo unspecified)	·	16	·	-17	·	·	15	5	·
Cc1[nH]c(=O)[nH]c(=O)c1S(=O)(=O)N1c2ccc(F)cc2CCC1C (stereo unspecified)	·	-8	·	6	·	1.1	7	0	·
Cc1cc(-c2c(C)n([O-])c(C)c(C)[n+]2=O)ccc1F	8	·	-3	·	117[fluorescence artefact?]	1.1	-5	-4	-4[fluorescence artefact?]
COc1cccc(C2=NOC(C(=O)Nc3cc(C)nn3-c3ccccc3)C2)c1OC (stereo unspecified)	-1	12	1	-13	105	1.1	8	-4	-4
CCOC(=O)C1CCCN(C(=O)c2c(-c3ccccc3Cl)noc2C)C1 (stereo unspecified)	8	·	6	·	105	1	3	-1	-5
COc1ccc(CNC(=O)CN(CC2CCCO2)C(=O)CNS(=O)(=O)c2ccc(F)cc2)cc1 (stereo unspecified)	7	·	-4	·	123	1.3	-3	0	-1

(next part)
compound	Candida biofilm	sEH act	Smad3 FoxH1 inh	sEH inhibitor	ERa coact pot	MT1-MMP txn act	Mac1 fbg inh	CD11b adhes enh	ERb SRC1 inh
O=[N+]([O-])c1ccc(N=Nc2ccc(O)cc2O)cc1	1	-10	-2	8	49[fluorescence artefact?]	1.8	94*	-9	44
CCOC(=O)c1cc(C)n(-c2c(C)n(C)n(-c3ccccc3)c2=O)c1C	-7	·	-11	·	110	1.2	-3	0	2
O=S(=O)(N/N=C\c1ccc(-c2ccccc2Cl)o1)c1ccccc1	7	-2	0	4	84[fluorescence artefact?]	1.2	·	·	-3
Cc1nc2ccccc2c(=O)n1NC(=O)COc1ccccc1	3	·	-1	·	107[fluorescence artefact?]	1.1	-24	-3	2
Oc1ccc(C(=S)N2CCCCC2)cc1Cl	1	6	-9	-3	141[fluorescence artefact?]	1	-21	-4	0
CCCCOc1ccc(C(=O)Nc2cc(C)c(OCC(=O)N3CCOCC3)c(C)c2)cc1	1	-5	-6	9	93	1.3	·	·	5
C=CCc1c(C)nc(SC)nc1Nc1ccc(C(C)=O)cc1	9	12	13	-12	117[fluorescence artefact?]	1.5	24	-2	-7
NC(=O)CSc1nnc(CCc2nc3ccccc3[nH]2)n1-c1ccccc1	0	-3	3	5	101	1	·	·	-4
O=C1O/C(=C/C(=O)N2CCOCC2)c2ccccc21	7	-6	7	8	101	1.1	·	·	-11
Cc1c(C)n(C(=O)CN2CCC(C(N)=O)CC2)c2ccccc12	4	14	-8	-14	141[fluorescence artefact?]	1.2	6	1	-6

Given with values under each structure: 3 of the compounds above.
Every second line gives: Candida biofilm	sEH act	Smad3 FoxH1 inh	sEH inhibitor	ERa coact pot	MT1-MMP txn act	Mac1 fbg inh	CD11b adhes enh	ERb SRC1 inh
> Oc1ccc(C(=S)N2CCCCC2)cc1Cl
 : 1	6	-9	-3	141[fluorescence artefact?]	1	-21	-4	0
> CCCCOc1ccc(C(=O)Nc2cc(C)c(OCC(=O)N3CCOCC3)c(C)c2)cc1
 : 1	-5	-6	9	93	1.3	·	·	5
> C=CCc1c(C)nc(SC)nc1Nc1ccc(C(C)=O)cc1
 : 9	12	13	-12	117[fluorescence artefact?]	1.5	24	-2	-7

Source: PubChem BioAssay
